High-throughput results as filed in PubChem.
GalR3 antag: GalR3 antagonists in HEK293 cells, primary screen, cell-based, fluorescence readout. inhibition, % at 3 µM. HEK293 GalR3-CNG cAMP membrane potential fluorescence; galR3 body fused to GalR1 C-terminus. Galanin receptor type 3 (Homo sapiens), O60755. 0.44% of 360,000 active;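 active = inhibition above the screen-wide average plus 3 SD, cut at about 13% in these data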;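 note: forskolin and galanin both at EC90 stimulate the cells; cAMP rise reported by CNG channel membrane potential dye signal; 0% = forskolin plus galanin with DMSO and 100% = forskolin alone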
Target sequence (O60755 1-299 limits assumed): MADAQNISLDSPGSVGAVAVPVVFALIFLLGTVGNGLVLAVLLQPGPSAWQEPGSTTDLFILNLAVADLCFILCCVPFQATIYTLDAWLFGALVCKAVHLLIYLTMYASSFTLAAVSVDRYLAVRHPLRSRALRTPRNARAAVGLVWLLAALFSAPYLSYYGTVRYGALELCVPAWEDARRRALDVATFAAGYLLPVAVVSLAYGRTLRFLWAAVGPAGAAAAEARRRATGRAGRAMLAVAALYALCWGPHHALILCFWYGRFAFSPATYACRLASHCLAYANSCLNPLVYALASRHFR
IDE inh: human IDE inhibitors in live cells, primary screen, fluorescence polarization, HEK cells, FAbetaB substrate; Insulin-degrading enzyme (Homo sapiens), P14735; FAbetaB cleavage; inhibition, % at 5.59 µM; 0.41% of 320,000 active;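 active = percent inhibition above the average of all tested compounds plus 3 SD, set per screening campaign, cut at about 16% in these data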;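 note: IDE supplied by intact live HEK cells; FP after avidin binding of uncleaved biotin substrate so inhibition keeps polarization high; 0% = DMSO wells and 100% = 60 µM reference IDE inhibitor Ii1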
CRFBP-R2 agonist: agonists of CRF-BP/CRF-R2 complex, primary screen, cell-based, HEK293, calcium dye fluorescence, uHTS; calcium dye fluorescence (FLIPR); percent of saturating CRF peptide response; CRF-binding protein / CRF receptor 2 complex (human); activation, % at 13.2 µM; AID 588473, 2011; 0.46% of 350,000 active;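 active = activation of at least 50%, plus an integration ratio under a set limit after plate pattern correction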;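 note: plate controls were neutral control wells without compound for no effect and CRF at EC100 for full effect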
IDE act: human IDE activators in live cells, primary screen, fluorescence polarization, HEK cells, FAbeta-B substrate | activation, % at 5.96 µM | 0.073% of 340,000 active | FAbeta-B cleavage; 0% vehicle, 100% cell-free pure enzyme wells | Insulin-degrading enzyme (Homo sapiens), P14735;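 active = activation above the mean of all tested compounds plus 3 SD, set per screening campaign, cut at about 17% in these data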
M4 PAM: human M4 muscarinic receptor positive allosteric modulators, primary screen, CHO-K1 cells, Fluo-8 calcium fluorescence | activation, % at 3 µM | CHO-K1 hM4/Gqi5, ACh EC20; 0% = ACh EC20, 100% = maximal ACh | 0.4% of 360,000 active;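 active = activation above its plate's cutoff, the mean activation of sample wells plus 3 SD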; note: some results filed as inactive read as strong as hits
Target sequence (P08173 whole entry, looked up): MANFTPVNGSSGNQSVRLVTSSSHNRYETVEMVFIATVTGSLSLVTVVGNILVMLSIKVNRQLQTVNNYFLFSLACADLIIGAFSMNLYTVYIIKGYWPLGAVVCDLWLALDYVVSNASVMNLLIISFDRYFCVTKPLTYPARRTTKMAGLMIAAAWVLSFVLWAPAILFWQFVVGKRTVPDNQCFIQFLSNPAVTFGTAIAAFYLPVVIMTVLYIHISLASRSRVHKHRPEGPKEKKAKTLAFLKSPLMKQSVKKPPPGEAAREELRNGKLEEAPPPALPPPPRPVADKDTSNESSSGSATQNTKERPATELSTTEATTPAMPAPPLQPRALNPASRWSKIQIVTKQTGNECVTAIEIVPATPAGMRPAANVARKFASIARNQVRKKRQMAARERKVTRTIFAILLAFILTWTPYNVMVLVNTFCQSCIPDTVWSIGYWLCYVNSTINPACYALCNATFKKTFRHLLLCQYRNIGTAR
MEKK3 PB1 HTS: modulators of MEKK3-MEK5 PB1 binding, primary screen, biochemical, wildtype MEKK3, multiplex bead flow cytometry, Alexa488-MEK5; Mitogen-activated protein kinase kinase kinase 3 (Homo sapiens), Q99759; bead-based flow cytometry, Alexa488-MEK5 binding to MEKK3; actives lie on both sides; 0 = blocked by unlabeled MEK5, 100 = vehicle; binding response (% of control), % at 10 µM; 1.4% of 290,000 active;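 active = binding response more than 3 SD above or below the average of its plate-row segment, actives on both sides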;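 note: Alexa488 bead fluorescence after subtracting the streptavidin-only scavenger bead signal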
CRFBP-R2 block: antagonists of CRF-BP/CRF-R2 complex, primary screen, cell-based, HEK293, calcium dye fluorescence, uHTS. CRF-induced calcium fluorescence. inhibition, % at 11.8 µM. 0.59% of 350,000 active;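 active = inhibition of the ligand-induced calcium signal above about 50% at the single tested concentration, limit read from the data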
p-CIP stab down: p/CIP-EGFP fusion destabilizers, primary screen, fluorescence, F442A cells; 16 h; decrease of EGFP signal, % at 10 µM; 0.01% of 290,000 active; AID 1984, 2009;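 active = EGFP signal decrease of at least 30% at 10 µM or well 3 SD below plate mean, unless failing retest; inactive = the rest, including hits failing retest or dose response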; note: some compounds called inactive have numbers as strong as hits; many of its hits are not listed in these tables
PHOSPHO1 block: PubChem AID 1565. Phosphoethanolamine/phosphocholine phosphatase (Homo sapiens), Q8TCT1. recombinant PHOSPHO1, absorbance phosphatase assay. inhibition, % at 13.3 µM. 1.1% of 290,000 active; in the data active = inhibition above about 60%
Target sequence (Q8TCT1 whole entry, looked up): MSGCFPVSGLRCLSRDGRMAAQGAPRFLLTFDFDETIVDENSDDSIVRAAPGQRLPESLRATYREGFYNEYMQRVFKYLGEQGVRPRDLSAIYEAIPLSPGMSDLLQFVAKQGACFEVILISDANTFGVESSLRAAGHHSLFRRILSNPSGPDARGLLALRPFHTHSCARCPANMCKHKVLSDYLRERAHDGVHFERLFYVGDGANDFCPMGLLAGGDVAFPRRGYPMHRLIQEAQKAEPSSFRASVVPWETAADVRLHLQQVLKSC
* hit, by the source's call. The order is random; any-hit rate near 4.2%.

`COc1cc(C[C@H](C)[C@H](C)Cc2ccc3c(c2)OCO3)ccc1O` gave IDE inh -3.8, CRFBP-R2 agonist -0.5, IDE act 2.5, M4 PAM -2.3, MEKK3 PB1 HTS 96.0, CRFBP-R2 block 58.8*, p-CIP stab down -2.8 and PHOSPHO1 block 26.5.
`NC(=O)C(c1ccc(Cl)cc1)c1ncc(C(F)(F)F)cc1Cl` (configuration not stated) gave GalR3 antag -5.1, IDE inh 3.8, CRFBP-R2 agonist -1.4, IDE act -2.8, M4 PAM 13.4, MEKK3 PB1 HTS 109.0, CRFBP-R2 block -4.4, p-CIP stab down -8.9 and PHOSPHO1 block 36.3.
`CCN(CC(=O)Nc1cc(Cl)ccc1C)C(=O)C1CCCCC1` gave GalR3 antag -3.9, IDE inh 3.4, CRFBP-R2 agonist -2.3, IDE act 2.8, M4 PAM -0.5, MEKK3 PB1 HTS 108.0, CRFBP-R2 block 6.2, p-CIP stab down -7.1 and PHOSPHO1 block 2.0.
For N#Cc1ccc(S(=O)(=O)N2CCN(C(=O)C3CC(=O)N(c4ccc5c(c4)OCCO5)C3)CC2)cc1 (configuration not stated) the results were GalR3 antag -4.4, IDE inh 1.9, CRFBP-R2 agonist 2.3, IDE act 6.8, M4 PAM -1.0 and CRFBP-R2 block 1.9.
CCOc1cc(CNCCN2CCOCC2)ccc1OCc1ccccc1Cl was read as GalR3 antag -2.6, IDE inh -1.8, CRFBP-R2 agonist -0.6, IDE act 6.7, M4 PAM -9.8, MEKK3 PB1 HTS 96.0, CRFBP-R2 block -15.2, p-CIP stab down -7.6 and PHOSPHO1 block 27.7.
Screening Cc1ccc(NC(=O)CS(=O)(=O)c2c[nH]c3ccccc23)c(C)c1 returned GalR3 antag -2.5, IDE inh -1.8, CRFBP-R2 agonist -1.4, IDE act 4.0, M4 PAM 10.3, MEKK3 PB1 HTS 101.0, CRFBP-R2 block -7.6, p-CIP stab down 0.5 and PHOSPHO1 block 15.9.
O=[N+]([O-])c1ncccc1OCc1ccc(Br)cc1F was read as GalR3 antag -7.8, IDE inh -4.3, CRFBP-R2 agonist 8.3, IDE act 1.7, M4 PAM 2.3, MEKK3 PB1 HTS 98.0, CRFBP-R2 block -11.2, p-CIP stab down -0.6 and PHOSPHO1 block 44.0.
O=C(N/C(=C\c1cccs1)C(=O)N1CCCCCC1)c1ccccc1 was read as GalR3 antag -2.5, IDE inh 2.1, CRFBP-R2 agonist 0.1, IDE act 3.4, M4 PAM -4.0, MEKK3 PB1 HTS 101.0, CRFBP-R2 block 8.1, p-CIP stab down -10.4 and PHOSPHO1 block 19.1.
`Cc1ccc(NC(=O)c2ccc(OC(=S)N3CCOCC3)cc2)cc1` gave GalR3 antag -0.6, IDE inh 4.2, CRFBP-R2 agonist 0.3, IDE act 0.9, M4 PAM 3.5, MEKK3 PB1 HTS 103.0, CRFBP-R2 block 21.6, p-CIP stab down -6.3 and PHOSPHO1 block 23.4.
`COc1cc(NC(=O)c2cc([N+](=O)[O-])ccc2NC(=O)CNCc2ccccn2)cc(OC)c1` gave GalR3 antag -2.1, IDE inh 0.5, CRFBP-R2 agonist -1.6, IDE act 2.4, M4 PAM -7.2, MEKK3 PB1 HTS 99.0, CRFBP-R2 block 7.0, p-CIP stab down 9.4 and PHOSPHO1 block 22.4.
c1coc(CNc2ncnc3nc[nH]c23)c1 was read as GalR3 antag -3.5, IDE inh 0.8, CRFBP-R2 agonist 1.8, IDE act 6.2, M4 PAM -3.4, MEKK3 PB1 HTS 102.0, CRFBP-R2 block 6.5, p-CIP stab down 0.8 and PHOSPHO1 block 4.9.
O=C(Cn1nc(Cc2cccnc2)c2ccccc2c1=O)N1CCN(c2ccccn2)CC1 was read as GalR3 antag -1.2, IDE inh 3.7, CRFBP-R2 agonist -1.9, IDE act 6.3, M4 PAM -4.5, MEKK3 PB1 HTS 88.0, CRFBP-R2 block 17.5, p-CIP stab down -11.7 and PHOSPHO1 block -4.5.
For CC(C)CNC(=O)COC(=O)c1ccc2c(c1)C(=O)N(Cc1ccco1)C2=O the results were GalR3 antag -9.2, IDE inh -2.0, CRFBP-R2 agonist -0.4, IDE act 3.9, M4 PAM -3.0, MEKK3 PB1 HTS 103.0, CRFBP-R2 block -2.7, p-CIP stab down -4.4 and PHOSPHO1 block 23.0.
For CCOc1ccc(Nc2nnc(SCc3nc4ccccc4c(=O)[nH]3)s2)cc1 the results were GalR3 antag 5.7, IDE inh -0.5, CRFBP-R2 agonist -0.1, IDE act 4.2, M4 PAM -8.1, MEKK3 PB1 HTS 98.0, CRFBP-R2 block 6.5, p-CIP stab down -6.7 and PHOSPHO1 block 14.9.
`Cc1ccc(Nc2cc(-n3nc(C)cc3C)ncn2)c(C)c1` gave GalR3 antag -1.4, IDE inh 1.5, CRFBP-R2 agonist -3.9, IDE act -1.6, M4 PAM 5.0, MEKK3 PB1 HTS 88.0, CRFBP-R2 block -5.7, p-CIP stab down 6.4 and PHOSPHO1 block -30.5.
`CC12CCC(C(=O)N3CCC(Cc4ccccc4)CC3)(C(=O)C1=O)C2(C)C` (configuration not stated) gave GalR3 antag -3.0, IDE inh 0.9, CRFBP-R2 agonist 0.5, IDE act -1.0, M4 PAM 9.2, MEKK3 PB1 HTS 77.0, CRFBP-R2 block -15.6, p-CIP stab down -15.6 and PHOSPHO1 block 37.3.
Screening CCCCn1nc(NC(=O)c2cccs2)c2cc3ccccc3nc21 returned GalR3 antag -3.3, IDE inh 6.6, CRFBP-R2 agonist 2.1, IDE act 0.9, M4 PAM -17.0, MEKK3 PB1 HTS 102.0, CRFBP-R2 block -5.7, p-CIP stab down 2.6 and PHOSPHO1 block 27.9.
CCCCc1ccc(NC(=O)Nc2cccnc2)cc1 was read as GalR3 antag -3.4, IDE inh 7.2, CRFBP-R2 agonist 0.9, IDE act 7.4, M4 PAM 2.3, MEKK3 PB1 HTS 101.0, CRFBP-R2 block -7.6, p-CIP stab down 2.5 and PHOSPHO1 block 14.2.
Screening COc1ccc(NC(=O)COC(=O)C2CCCN2C(=O)OC(C)(C)C)cc1Cl (configuration not stated) returned GalR3 antag 1.7, CRFBP-R2 agonist -0.5, M4 PAM 3.4 and CRFBP-R2 block -1.5.
For O=C(O)/C(=C/c1ccco1)c1ccccc1 the results were IDE inh -4.8, MEKK3 PB1 HTS 103.0, p-CIP stab down -14.7 and PHOSPHO1 block -40.0.
For COc1ccc(N2C(=O)CCC(C(=O)NCCCN3CCC(C)CC3)C2c2ccc(OC)c(OC)c2)cc1 (configuration not stated) the results were GalR3 antag -1.8, IDE inh -1.8, CRFBP-R2 agonist 2.3, IDE act 4.7, M4 PAM 1.0, MEKK3 PB1 HTS 98.0, CRFBP-R2 block -15.1, p-CIP stab down -9.0 and PHOSPHO1 block -16.9.
`COc1cc(C(C(=O)NC(C)(C)C)N(C(=O)CNC(=O)c2cccs2)c2cccnc2)cc(OC)c1OC` (configuration not stated) gave GalR3 antag -8.9, IDE inh 1.9, CRFBP-R2 agonist -0.5, IDE act 3.1, M4 PAM 0.9, MEKK3 PB1 HTS 103.0, CRFBP-R2 block 1.4, p-CIP stab down -21.9 and PHOSPHO1 block 43.3.
Screening CCOCCCNC(=O)c1c[nH]c2ccc(C)cc2c1=O returned GalR3 antag -6.9, IDE inh -1.5, CRFBP-R2 agonist -1.3, IDE act -4.3, M4 PAM -4.5, MEKK3 PB1 HTS 98.0, CRFBP-R2 block -23.4, p-CIP stab down 0.0 and PHOSPHO1 block 0.1.
`COc1ccc(-n2c(=O)[nH]cc(C(=O)N3CCCc4ccccc43)c2=O)cc1` gave GalR3 antag 3.4, IDE inh -1.2, CRFBP-R2 agonist 0.2, IDE act -1.7, M4 PAM -0.5, MEKK3 PB1 HTS 99.0, CRFBP-R2 block -2.2, p-CIP stab down 4.5 and PHOSPHO1 block 0.0.
For COc1ccc(C2C(C(=O)c3cccs3)=C(O)C(=O)N2c2nnc(C)s2)cc1OC (configuration not stated) the results were IDE inh 3.8, CRFBP-R2 agonist 21.2, IDE act 2.0, M4 PAM 8.0, MEKK3 PB1 HTS 102.0, CRFBP-R2 block -25.5, p-CIP stab down -25.5 and PHOSPHO1 block -38.6.
Cc1cc(C)n2nc(SCc3nc4ccccc4[nH]3)nc2n1 was read as GalR3 antag 5.8, IDE inh -0.9, CRFBP-R2 agonist 0.1, IDE act 2.1, M4 PAM -1.9, MEKK3 PB1 HTS 105.0, CRFBP-R2 block -7.9, p-CIP stab down 13.1 and PHOSPHO1 block 22.2.
`CCCc1nc(N)c(C#N)c(N)c1C#N` gave GalR3 antag -1.9, IDE inh 0.2, CRFBP-R2 agonist -0.1, IDE act 7.1, M4 PAM 11.8, MEKK3 PB1 HTS 107.0, CRFBP-R2 block 4.4, p-CIP stab down -2.3 and PHOSPHO1 block -8.0.
`CC(C)(C)OC(=O)NCCCC(CCCNC(=O)OC(C)(C)C)C(=O)O` gave GalR3 antag -3.4, IDE inh 6.5, CRFBP-R2 agonist 0.6, IDE act 0.3, M4 PAM 16.9, MEKK3 PB1 HTS 101.0, CRFBP-R2 block -7.6, p-CIP stab down -10.7 and PHOSPHO1 block -7.4.
CN1OC[C@@H]2CN(C(=O)c3ccco3)[C@H](c3ccc(-c4ccc(C#N)cc4)cc3)C[C@@H]21 was read as GalR3 antag -7.2, CRFBP-R2 agonist 0.7, M4 PAM -0.5 and CRFBP-R2 block -13.2.
For COc1cc2nc(CN3CCN(S(=O)(=O)c4ccccc4)CC3)[nH]c(=O)c2cc1OC the results were GalR3 antag -3.4, CRFBP-R2 agonist -0.7, IDE act 9.2, M4 PAM 8.3 and CRFBP-R2 block -0.2.
Screening CCCCOC(=O)/C(=C/c1cn(C)c2ccccc12)NC(=O)c1ccc(OC)cc1 returned GalR3 antag -5.9, IDE inh -5.4, CRFBP-R2 agonist 0.3, IDE act -2.2, M4 PAM 11.7, MEKK3 PB1 HTS 102.0, CRFBP-R2 block 12.8, p-CIP stab down -4.2 and PHOSPHO1 block 0.2.
Screening CCCC(C)c1oc(=O)cc(O)c1C (configuration not stated) returned GalR3 antag 0.1, CRFBP-R2 agonist -2.0, IDE act -0.6, M4 PAM -0.8 and CRFBP-R2 block -5.0.
O=C(CSc1nc2c(c(=O)[nH]1)CN(Cc1ccc(F)cc1)CC2)Nc1ccc(F)cc1 was read as GalR3 antag -0.2, IDE inh 12.3, CRFBP-R2 agonist -0.9, IDE act -1.7, M4 PAM 0.3, MEKK3 PB1 HTS 93.0, CRFBP-R2 block -23.5, p-CIP stab down -15.4 and PHOSPHO1 block -23.7.

Structural class, the compounds so far containing a nitro group on carbon (2)
O=[N+]([O-])c1ncccc1OCc1ccc(Br)cc1F was read as GalR3 antag -7.8, IDE inh -4.3, CRFBP-R2 agonist 8.3, IDE act 1.7, M4 PAM 2.3, MEKK3 PB1 HTS 98.0, CRFBP-R2 block -11.2, p-CIP stab down -0.6 and PHOSPHO1 block 44.0.
`COc1cc(NC(=O)c2cc([N+](=O)[O-])ccc2NC(=O)CNCc2ccccn2)cc(OC)c1` gave GalR3 antag -2.1, IDE inh 0.5, CRFBP-R2 agonist -1.6, IDE act 2.4, M4 PAM -7.2, MEKK3 PB1 HTS 99.0, CRFBP-R2 block 7.0, p-CIP stab down 9.4 and PHOSPHO1 block 22.4.
